# Screening data: PubChem, several laboratories
# GC-B act = GC-B (human) receptor activation. P20594. activation, % at 10 µM. HEK293-GC-B cells, CNP EC30, cGMP TR-FRET; 0% at EC30 CNP, 100% saturating CNP. 370,000 tested, 0.11% active;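 active = activation at 10 µM reaching about 35% in either raw or pattern-adjusted values, limit read from the data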
# rCAG binder = r(CAG) repeat RNA binding. TO-PRO-1 dye displacement fluorescence. inhibition, % at 3 µM. 370,000 tested, 1.3% active;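 active = inhibition above the plate cutoff, the mean of all test compounds on that plate plus 3 SD, cut at about 35% in these data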;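 also: 0% = DMSO alone and 100% = 100 µM mitoxantrone as full dye displacement; higher means more dye released from RNA so lower well fluorescence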
# ASAP1 GAP inh = blocks human ASAP1-stimulated Arf1 GTP hydrolysis. GDP FP detection. inhibition, % at 16.5 µM. 360,000 tested, 0.19% active. AID 624377; in the data active = inhibition above about 25%;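 also: 0% = vehicle with enzyme and substrate and 100% = no enzyme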
# ARFGAP1 inhibitor = inhibitors of rat ARFGAP1 | Arfgap1-stimulated ARF1 GTP hydrolysis, GDP FP detection | inhibition, % at 16.5 µM | 360,000 tested, 0.26% active;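 active = inhibition above a per-plate limit, mean inhibition of low control wells plus 3 SD, cut at about 25% in these data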;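 also: 0% = DMSO wells with enzyme and 100% = wells lacking Arfgap1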
#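 Material: rat Arfgap1 catalytic domain, aa 1-136; also added: human ARF1(Δ1-17)-GTP substrate; compound dosing: one concentration, 16.5 µM, DMSO 1.26%; incubation: GTP hydrolysis reaction 2 h at 25 °C; measured by: Tracer-displacement fluorescence polarization with EDTA stop, 620/688 nm; evaluation: % inhibition from polarization; repeats: one replicate per compound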
# HTRA1 inh = HTRA1 (human) protease inhibition | recombinant HTRA1, FP-rhodamine activity-based probe, fluorescence polarization | inhibition, % at 5.96 µM | 340,000 tested, 0.5% active | AID 504803; in the data active = inhibition above about 36%;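 also: 0% = enzyme with DMSO and 100% = wells lacking enzyme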
# Target sequence (Q92743 whole entry, looked up): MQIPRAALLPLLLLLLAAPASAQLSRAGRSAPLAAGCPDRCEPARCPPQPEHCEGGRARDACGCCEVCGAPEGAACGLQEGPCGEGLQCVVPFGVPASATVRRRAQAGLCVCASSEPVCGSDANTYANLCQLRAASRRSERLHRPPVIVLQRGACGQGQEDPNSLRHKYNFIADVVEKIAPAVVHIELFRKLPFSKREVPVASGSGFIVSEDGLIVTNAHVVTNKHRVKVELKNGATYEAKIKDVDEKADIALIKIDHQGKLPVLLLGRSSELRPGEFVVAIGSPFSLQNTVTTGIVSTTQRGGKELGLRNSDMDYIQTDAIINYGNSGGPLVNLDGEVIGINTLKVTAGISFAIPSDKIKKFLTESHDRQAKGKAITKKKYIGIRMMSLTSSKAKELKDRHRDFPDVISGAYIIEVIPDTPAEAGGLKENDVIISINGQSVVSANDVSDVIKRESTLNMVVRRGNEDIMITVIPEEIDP
# SMARCA2 activ = activators of SMARCA2 function. MG213 cells, MMTV-luciferase reporter, dexamethasone, overnight. 370,000 tested, 1% active. AID 652017. activation, % at 9.1 µM; in the data active = activation above about 7.8%;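 also: 0% = vehicle wells and 100% = reference activator wells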
# ABHD4 inh = ABHD4 (mouse) inhibition, primary FP screen. purified mABHD4, FP-Rh probe fluorescence polarization. inhibition, % at 8.92 µM. 370,000 tested, 0.54% active;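 active = inhibition exceeding the mean over every tested compound plus 3 SD, cut at about 30% in these data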;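 also: 0% = plate median of compound wells and 100% = S159A mutant with DMSO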
#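 Test system: mouse ABHD4 enzyme, wild type. Reagent: FP-Rh fluorescent activity-based probe, added after compound pre-incubation. Timing: pre-incubation 45 min, probe exposure 60 min, at 25 °C. Technique: FP readout, ex 525 nm / em 598 nm. Benchmarks: high control S159A mutant with DMSO, low control median of compound wells.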
# PG9 binder = small molecules binding HIV-1 gp120 antibody PG9 | TR-FRET gp120-PG9 antibody binding | inhibition, % at 6.7 µM | 360,000 tested, 0.43% active | AID 624416; in the data active = inhibition above about 8.5%
# GC-A act = GC-A (human) enzyme activation. P16066. HEK293 GC-A cells, cGMP TR-FRET, EC30 ANP; 0% at EC30 ANP, 100% saturating ANP. activation, % at 10 µM. 370,000 tested, 0.14% active. AID 1671463; in the data active = activation above about 40%
# Rev-erbA mod = modulators of human Rev-erb alpha DNA binding. Rev-erbα–FITC-DNA binding, fluorescence polarization, 90 min. activity, % at 10 µM. 370,000 tested, 0.79% active. AID 1259318;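 active = activity above about 14%, limit read from the data; passing the limit was not always enough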;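 also: 0% = DMSO wells with 35 nM protein and 100% = DMSO wells with 750 nM protein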
# Target sequence (P20393 whole entry, looked up): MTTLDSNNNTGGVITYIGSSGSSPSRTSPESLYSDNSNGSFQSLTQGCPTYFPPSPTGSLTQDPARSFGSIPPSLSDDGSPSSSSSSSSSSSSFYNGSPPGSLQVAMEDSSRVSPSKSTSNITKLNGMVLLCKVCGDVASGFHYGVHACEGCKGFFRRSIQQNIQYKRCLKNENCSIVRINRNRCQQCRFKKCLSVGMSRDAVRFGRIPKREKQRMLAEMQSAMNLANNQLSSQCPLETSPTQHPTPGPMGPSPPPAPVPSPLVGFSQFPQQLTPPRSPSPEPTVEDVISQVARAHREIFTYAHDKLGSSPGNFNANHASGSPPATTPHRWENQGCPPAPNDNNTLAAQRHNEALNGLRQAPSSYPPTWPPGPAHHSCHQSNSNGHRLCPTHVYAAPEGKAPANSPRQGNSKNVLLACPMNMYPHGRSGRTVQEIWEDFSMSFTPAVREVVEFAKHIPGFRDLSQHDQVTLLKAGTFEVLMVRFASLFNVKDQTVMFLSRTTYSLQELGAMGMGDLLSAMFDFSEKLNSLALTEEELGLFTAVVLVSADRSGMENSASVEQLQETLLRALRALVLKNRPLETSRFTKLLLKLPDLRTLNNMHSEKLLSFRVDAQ
# Starred values were filed as active, the others as inactive; . = not tested or not shown.
SMILES,GC-B act,rCAG binder,ASAP1 GAP inh,ARFGAP1 inhibitor,HTRA1 inh,SMARCA2 activ,ABHD4 inh,PG9 binder,GC-A act,Rev-erbA mod
COc1ccc(S(=O)(=O)N2CCCCCC2)cc1C(=O)NCc1ccccc1Cl,1,1,-10,1,2,-4,4,0.2,-3,-1
Cn1c(SCC(=O)C(C)(C)C)nnc1-c1cccnc1,-8,3,6,2,10,-3,-2,0.4,6,-1
CCN1CCN(c2ncc(C(=O)Nc3ccccc3C(=O)OC)c3ccccc23)CC1,21,-7,-14,-11,-14,-1,-5,-1.7,12,4
O=C(NCC1CCCO1)c1cc(-c2ccccc2)nc2ccccc12 (configuration not stated),1,0,-1,11,4,-3,0,0.1,-3,-1
Oc1ccc(C=NC2CCCCC2)cc1,3,1,-1,-9,-4,3,0,-0.7,-2,3
COc1ccc(NC(=O)CN(C)C(=O)CNC(=O)Cc2cccc3ccccc23)cc1,2,2,-12,-1,-1,-1,0,-2.3,1,-1
Cc1ccc(NC(=O)COC(=O)c2cccnc2)cc1,3,1,12,-8,2,-1,-4,0.0,0,-2
COC(=O)Nc1sc(C(=O)N(C)C)c(C)c1C(=O)OC,5,1,6,7,2,1,5,-1.0,7,-1
CC(NC(=O)c1cc(COc2ccccc2)on1)c1nccs1 (configuration not stated),-4,4,5,4,0,10*,0,0.2,0,-4
O=C(C1CCC1)N1CCN(c2cccc(C(F)(F)F)c2)CC1,-5,-6,2,-8,6,-4,0,1.4,-1,0
COc1ccc(S(=O)(=O)N2CCc3ccccc32)cc1C(=O)Nc1ccc(NC(C)=O)cc1,-1,20,-5,8,-16,-1,-9,0.7,-4,58*
COc1ccc(-c2cn(-c3ccc(Cl)cc3)c3[n+]2CCCCC3)cc1,0,0,-8,4,0,-4,-3,-2.3,2,1
O=C(Oc1c(-c2ccccc2)c(=O)n2c3c(cccc13)CC2)c1ccc(F)cc1,1,-3,3,9,0,-6,-8,0.2,-1,-3
CC(C(=O)Nc1ccc(F)c(F)c1F)N(C)CCOc1ccccc1 (configuration not stated),1,-9,-11,14,-3,-1,-2,0.1,2,-1
N#C/C(=C\C1=C(N2CCOCC2)C(=C/c2cccc([N+](=O)[O-])c2)/CC1)C(=O)Nc1ccccc1F,-1,4,-5,-5,-4,-2,-11,-0.5,-2,7
CCC(C(=O)OCC(=O)Nc1cccc(OC)c1)c1ccccc1 (configuration not stated),-5,-4,-2,-1,0,1,-2,-0.1,-2,-8
COc1ccc(C(CNC(=O)c2ccc(S(=O)(=O)N(C)C)cc2)N(C)C)cc1 (configuration not stated),3,-4,-2,0,7,4,1,-0.6,-2,2
Cc1ccc(C(C(=O)NC2CCCC2)N(C(=O)c2csnn2)c2ccccc2)o1 (configuration not stated),-3,-1,-4,1,5,-1,7,0.3,-6,4
Cc1c(CCC(=O)O)c(=O)oc2cc(OCc3cccc(Cl)c3)ccc12,-3,38*,0,4,-5,-2,-15,4.1,1,4
O=C(NCc1ccccc1)C1c2ccccc2OCC(=O)N1Cc1cccnc1 (configuration not stated),-3,0,-4,-1,.,-7,-3,-0.2,-4,1
O=C(COC(=O)/C=C/c1ccc(F)cc1)NCc1ccc2c(c1)OCO2,6,2,1,-13,3,3,-5,-3.0,-3,1
O=C1c2ccccc2C(=O)N1Cc1ccccn1,1,1,0,-8,0,2,0,-4.6,5,0
Cc1cnc(C(=O)Nc2cccc(S(=O)(=O)N(C)C)c2)cn1,0,3,1,2,0,1,0,-3.4,0,-8
CCCc1nc(SCC(=O)c2ccc(OC)cc2)c2ccccc2n1,-1,-4,5,6,-42,-2,-13,-1.8,-3,1
O=C(O)c1c(-c2ccccc2)c(-c2ccccc2)nc2ccccc12,12,2,8,13,5,-4,-5,-3.2,0,-1
CCCCNC(=O)[C@H]1C[C@H]1[C@@H](O)[C@H](CO)NC(=O)[C@H](Cc1ccccc1)NC(=O)OC(C)(C)C,-1,-6,-4,4,7,0,7,-1.9,1,0
O=C(OCC(=O)N1CCCCC1)c1ccc(OC(F)(F)F)cc1,1,-1,-17,-7,-3,0,-6,1.2,5,0
COc1ccccc1NC(=O)CCC(=O)OCc1ccc([N+](=O)[O-])cc1,-7,0,1,4,-1,0,8,-2.1,4,1
Cn1c(SCC(=O)NC2CCS(=O)(=O)C2)nnc1-c1ccco1 (configuration not stated),-1,0,18,-3,4,-2,3,1.2,0,-1
CC(=O)N1[C@H](C)C=C[C@]1(Cc1ccccc1)C(=O)NCCN1CCOCC1,0,8,-3,2,6,0,4,1.1,1,-1
O=C(Nc1cc([N+](=O)[O-])ccc1F)C1CCN(S(=O)(=O)c2cccs2)CC1,2,4,3,-9,1,0,0,-3.6,-6,-2
CC(Sc1nnc(N)s1)C(=O)c1c(N)n(C)c(=O)n(C)c1=O (configuration not stated),4,3,0,-2,1,1,3,-1.8,3,7
CCOC(=O)N1CCN(C(=O)c2cccn3c(=O)c4sccc4nc23)CC1,-6,-5,1,-5,2,2,4,0.4,10,-4
COC(=O)[C@@]12CCCN1[C@H](c1ccc(-c3ccc4c(c3)OCO4)cc1)[C@H]1C(=O)N(C)C(=O)[C@H]12,-3,-3,11,-7,-5,0,6,-1.1,2,-3
COC(=O)c1ccc(NC(=O)CSCC(=O)OCC(=O)c2ccc(Br)cc2)cc1,-7,4,-17,1,-13,-2,-15,-0.6,5,-4
Cc1ccc2cc3cc(C(=O)N4CCN(Cc5ccccc5)CC4)sc3nc2c1,-1,-3,3,0,-6,-1,2,0.8,3,-1
COc1ccc(OC(C)C(=O)N(C)Cc2nc(-c3ccccc3)no2)cc1 (configuration not stated),4,-6,-3,11,1,-5,0,0.7,-1,0
CCOC(=O)c1cc(C)[nH]c1C,0,-4,-6,3,3,6,5,-1.2,6,-2
N#CCc1ccc(OC(=O)c2cccnc2)cc1,6,2,-9,-4,0,1,5,0.3,1,0
CN(C)C(=S)Nc1ccc([N+](=O)[O-])cc1,7,0,-2,9,1,-2,7,-1.4,-2,2
O=C(O)c1cccc(NCc2cccnc2)c1,-6,1,-4,-11,1,1,-1,-2.5,-5,2
O=C(COc1cccnc1[N+](=O)[O-])c1ccc(Cl)s1,3,34,9,-12,16,2,27,-1.1,-2,-1
Cc1ccc(C(=O)N/C(=C\c2ccco2)C(=O)NCCN2CCCCC2)cc1C,2,3,3,-3,2,-1,3,0.4,0,2
CC(C)Nc1nc(C#N)nc(NC(C)C)n1,10,-1,-11,-1,11,-2,-2,0.2,7,0
O=C(O)c1ccccc1C(=O)c1ccc2c(c1)N(Cc1ccc(Cl)c(Cl)c1)C(=O)CO2,-1,1,9,-9,-51,-5,5,-0.3,-7,1
O=C(O)CC1c2ccccc2C=Cc2ccccc21,2,3,8,-5,8,0,-2,-1.7,-1,-1
O=C(Nc1ccccc1N1CCCC1)C1CCN(S(=O)(=O)c2ccccc2)CC1,6,0,-7,6,-8,-2,-5,-2.1,-1,-1
CCOC(=O)c1cc(-c2cccnc2)nn1-c1ccccc1C,7,-7,9,6,3,-3,0,0.6,-3,-3
Cc1[nH]n2c(=O)c3c(nc2c1-c1ccc(F)cc1)CCCC3,-3,-3,14,5,.,0,-1,-3.8,-1,-2
Cc1nnc(SCC(=O)N2CCCC2)n(N)c1=O,-2,-1,-9,8,1,3,-2,1.0,-2,3
# (further entries)
SMILES,GC-B act,rCAG binder,ASAP1 GAP inh,ARFGAP1 inhibitor,HTRA1 inh,SMARCA2 activ,ABHD4 inh,PG9 binder,GC-A act,Rev-erbA mod
COc1ccccc1N1CCN(S(=O)(=O)CCNC(=O)CC2CCCCC2)CC1,0,-9,-8,-8,-6,1,3,2.1,-2,-10
COc1ccc2c(/C=C/c3cc[n+](C)cc3)c[nH]c2c1,-25,-53,17,7,7,-5,4,-27,-26,46*
COC(=O)C1C(OC)=CC(=O)C2CCCCC21 (configuration not stated),-3,1,-8,-5,2,-3,-1,0.1,2,-3
C=CCc1ccccc1OCCNCc1ccccc1,-7,-3,-9,5,-2,-3,7,-1.7,-14,2
COc1ccc(C=CC(=O)c2ccc([N+](=O)[O-])cc2)cc1,-6,5,9,3,-1,-2,-2,0.9,0,-11
CN(C)CC(C)(C)CNc1ccc(S(=O)(=O)N2CCCC2)cn1,2,2,-5,13,-3,-1,3,-0.3,1,2
CN(C(=O)c1ccco1)c1nnc(-c2ccc(F)cc2)s1,-4,3,-1,2,-2,6,-2,-2.2,-5,3
CC(C)CC1C(=O)N(Cc2cn(Cc3ccco3)nn2)CCS(=O)(=O)N1Cc1ccc(-c2ccc(Cl)c(Cl)c2)cc1 (configuration not stated),3,29,20,4,-109,-2,-15,-0.1,-27,-3
O=C(COC(=O)c1ncc(Cl)c(Cl)c1Cl)NCc1ccccc1,-1,0,-13,-14,-11,-3,-4,0.9,-5,-6
Cc1ccc(S(=O)(=O)N2CCC(=O)N(C(COCc3ccccc3)C(C)C)CC2)cc1 (configuration not stated),-2,-7,4,-8,-10,0,2,-1.5,0,-2

# Laid out differently: entries from further up.
> COc1ccc2c(/C=C/c3cc[n+](C)cc3)c[nH]c2c1
  GC-B act = -25
  rCAG binder = -53
  ASAP1 GAP inh = 17
  ARFGAP1 inhibitor = 7
  HTRA1 inh = 7
  SMARCA2 activ = -5
  ABHD4 inh = 4
  PG9 binder = -27
  GC-A act = -26
  Rev-erbA mod = 46*
> COc1ccc(C=CC(=O)c2ccc([N+](=O)[O-])cc2)cc1
  GC-B act = -6
  rCAG binder = 5
  ASAP1 GAP inh = 9
  ARFGAP1 inhibitor = 3
  HTRA1 inh = -1
  SMARCA2 activ = -2
  ABHD4 inh = -2
  PG9 binder = 0.9
  GC-A act = 0
  Rev-erbA mod = -11

# (more compounds)
SMILES,GC-B act,rCAG binder,ASAP1 GAP inh,ARFGAP1 inhibitor,HTRA1 inh,SMARCA2 activ,ABHD4 inh,PG9 binder,GC-A act,Rev-erbA mod
CC(C)c1ccc(NC(=O)Cc2cn(C)c3ccccc23)cc1,-5,0,-5,12,-17,2,-4,-0.5,-2,2
C=CC[n+]1c(/C=C/c2ccc(OC(C)=O)c(OC)c2)ccc2ccccc21,-9,5,-8,9,3,1,-2,-0.4,-9,1
COc1ccc(OC)c(S(=O)(=O)N(C)CC(=O)N2CCOCC2)c1,1,-3,10,6,4,-1,2,-2.2,3,3
CCN(CC)C(=O)C1=C(C)N(Cc2ccccc2)C(=O)C(CC(=O)NCCN2CCOCC2)C1 (configuration not stated),1,-1,-3,-3,6,-3,5,-0.5,-3,4
Cc1cccc(C)c1OCC(=O)Nc1ccncc1,7,-3,10,5,-17,-4,2,0.4,-1,2
CN1CCN(c2ccc([N+](=O)[O-])c(Sc3nc4ccccc4[nH]3)c2)CC1,-11,.,.,.,-3,.,.,.,-13,4
CNc1cccc(-c2cccc(C(=O)N3CCOCC3)c2)n1,7,2,-9,-22,.,-1,2,-1.2,0,0
COc1ccccc1NC(=O)C12CCC(C)(C(=O)C1)C2(C)C (configuration not stated),8,-7,7,0,8,0,2,-1.0,9,0
CCCOC1CCCN(C(=O)CCc2nnc(-c3ccc4c(c3)OCO4)o2)C1 (configuration not stated),-1,-6,1,3,6,3,4,-1.9,-1,-7
Cc1ccc(S(=O)(=O)Nc2cccc(Cl)c2)cc1NC(=O)c1cccnc1,0,13,-6,16,3,0,-9,1.4,-3,2

# Compounds were not picked by outcome (roughly 4.4% active in at least one column).
